Compound activity from PubChem BioAssay.
ER stress rescue – rescue of cells from ER stress-induced death, primary screen, 384-well, CSM14.1, thapsigargin, ATP luminescence (AID 1222) | CSM14.1 thapsigargin-induced death rescue, ATP luminescence; higher % means a stronger effect | one-dose cellular ATP content (survival), % at 20 µM; EC50 in µM for titrated hits | 190,000 tested, under 10 active;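 active = EC50 below 50 µM in the dose-response confirmation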;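 also: death triggered by thapsigargin at about 15 µM added after 2 h compound pretreatment; cell ATP read after overnight thapsigargin exposure of roughly 18 to 22 hours; normalized against plate controls of thapsigargin alone and 5% DMSO vehicle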
Myeloid diff 2 – induction of myeloid progenitor differentiation, primary screen, cell-based, flow cytometry, MLPCN library; ER-HoxA9 myeloid progenitors, lysozyme-GFP differentiation; calls only at 10 µM; 1% of 360,000 active;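 active = normalized GFP-positive differentiation at or above the plate's own cutoff, the solvent-only control mean plus 3 SD; inconclusive = no clear call, values can overlap the other calls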;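 also: cells exposed to compound for four days before flow analysis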
XIAP antagonists – XIAP antagonists, biochemical, IAP family, fluorescence polarization (AID 1018); E3 ubiquitin-protein ligase XIAP (Homo sapiens); XIAP BIR domain, fluorescence polarization peptide displacement; higher % means a stronger effect; displacement, % at 20 µM; hits with a dose series show IC50 in µM; 0.007% of 200,000 active; in the data active = displacement above about 50%; also: a part of the inactive calls stands beside numbers as strong as those of hits
PMI inhibition – human PMI inhibitors, high substrate, primary screen, biochemical, fluorescence intensity, high mannose 6-phosphate (AID 1220) | Mannose-6-phosphate isomerase (Homo sapiens) | one-dose inhibition, % at 20 µM; IC50 in µM for titrated hits | 0.66% of 190,000 active | recombinant PMI enzyme, coupled fluorescence intensity; higher % means a stronger effect
LYP phosphatase – inhibitors of LYP phosphatase, biochemical, fluorescence intensity, uHTS (AID 1779). Tyrosine-protein phosphatase non-receptor type 22 (Homo sapiens). recombinant LYP phosphatase, fluorescence intensity; higher % means a stronger effect. one-dose inhibition, % at 11.5 µM; IC50 in µM for titrated hits. 0.054% of 290,000 active;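 also: plate controls were vehicle with enzyme for no effect and no enzyme for full effect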
TNAP activators – human TNAP enzyme activators, primary screen, biochemical, luminescent, no phosphate acceptor, uHTS (AID 1001); Alkaline phosphatase, tissue-nonspecific isozyme (Homo sapiens); purified TNAP, luminescent activation assay, no phosphate acceptor; higher activation fold means a stronger effect; activation fold at 20 µM; hits with a dose series show EC50 in µM; 0.03% of 200,000 active; in the data active = activation fold from about 3, or a potency from the dose series; inactive = the rest, 99 in 100 with activation fold below about 1.6; also: many of its hits are not listed in these tables
PMI inhibitors – inhibitors of human PMI, primary screen, biochemical, fluorescence intensity, coupled assay (AID 1209). Mannose-6-phosphate isomerase (Homo sapiens). purified PMI enzyme, coupled fluorescence intensity; higher % means a stronger effect. inhibition, % at 20 µM, or IC50 in µM where a hit was titrated. 0.42% of 190,000 active;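 also: plate controls were DMSO vehicle for no effect and wells lacking substrate for full effect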
P. falciparum M1AAP – P. falciparum M1AAP inhibitors, biochemical, fluorogenic H-Leu-NHMec substrate, 1536-well (AID 1445). recombinant M1AAP, H-Leu-NHMec fluorogenic kinetic assay; higher % means a stronger effect. inhibition, % at 30 µM, or IC50 in µM where a hit was titrated. 0.42% of 220,000 active. Aminopeptidase N (Plasmodium falciparum (isolate 3D7));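 active = primary inhibition above the hit cutoff, then over 50% inhibition at one or more dose response concentrations, cut at about 23% in these data, passing the limit was not always enough; inconclusive = conflicting primary data, or primary hits not chosen for dose response; inactive = low primary inhibition, or under 50% at every dose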;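 also: plate controls were DMSO full reaction for no effect and no enzyme background for full effect; strong numbers were not always called active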
M17LAP inhibition – P. falciparum M17LAP inhibitors, primary screen, biochemical, fluorogenic H-Leu-NHMec substrate, 1536-well (AID 1619). Leucine aminopeptidase (Plasmodium falciparum (isolate 3D7)). 0.38% of 220,000 active. recombinant M17LAP, H-Leu-NHMec fluorogenic kinetic assay; higher % means a stronger effect. inhibition, % at 30 µM; hits with a dose series show IC50 in µM;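 active = compound inhibiting the enzyme by more than half at any dose during confirmatory dose-response retesting; inconclusive = strong single-dose inhibitors picked by rank but not retested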;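 also: plate controls were full reaction with DMSO carrier for no effect and no enzyme background for full effect; strong numbers were not always called active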
Myeloid diff 2 GFP+ MAC1+ % – further read-out of Myeloid diff 2, marked with its call; GFP+ MAC1+ double positive, %; measured here: differentiation confirmed by MAC1 staining
The depositor's hits bear a star; i = inactive; ? = inconclusive; · = no result given; + = active, no number. Rule as the data show it, unless noted: active = inhibition above about 50%; inactive = the rest.

canonical_smiles | Myeloid diff 2 | P. falciparum M1AAP | ER stress rescue | LYP phosphatase | Myeloid diff 2 GFP+ MAC1+ % | M17LAP inhibition | TNAP activators | PMI inhibitors | XIAP antagonists | PMI inhibition
Oc1ccccc1N1CCN(C(=S)Nc2ccc(SC(F)F)cc2)CC1 | i | 5% | 0.2% | -2% | 0.3 | 0% | 1.2 | 5% | -3.4% | 12%
Cc1cc(C)cc(NC(=O)Nc2cc(S(=O)(=O)N(C)C)ccc2C)c1 | i | 12% | · | -1% | 1.4 | 0% | · | · | · | ·
Cc1ccc(-c2nnn(CC(=O)N(c3ccccc3)C(C(=O)NC3CCCC3)c3ccco3)n2)o1 (stereo not drawn) | i | 2% | -0.9% | -8% | 4.9 | 5% | 1.1 | 1% | 0.5% | -6%
CCOc1ccc(CCNC(=O)Cn2cccc2C(=O)c2ccccc2)cc1OCC | i | 6% | -1.6% | -8% | 1.0 | -10% | 1 | 17% | -6.6% | 10%
COc1ccc2oc(C(=O)NCCC(C)C)c(C)c2c1 | i | 0% | · | -9% | 1.4 | 5% | 1.1 | -3% | 0.2% | -5%
CC(C)Nc1nc2c(c(=O)n(C)c(=O)n2C)n1C | i | -2% | · | -1% | 1.2 | 2% | · | · | · | ·
CCOC(=O)c1ccc(NC(=O)c2ccc(CN3CCOCC3)cc2)cc1 | i | -3% | -2.8% | 0% | 1.1 | 16% | 1 | 8% | -6.0% | 10%
Cc1ccccc1NC(=S)N(C)C1(c2ccccc2Cl)CCCCC1=O (stereo not drawn) | i | 3% | 0.8% | -4% | 0.9 | -9% | 1.1 | 8% | -8.4% | 4%
Cc1n[nH]c(=O)nc1N1CCN(c2ccccc2)CC1 | i | 18% | 1.7% | -4% | 0.9 | 12% | 1 | 2% | 3.7% | -4%
O=C(CSc1cccc[n+]1[O-])NC(=O)c1ccc(OC(F)F)cc1 | i | 13% | -1.4% | -1% | 0.2 | -1% | 1.1 | -6% | -10% | -5%
CCOc1ccc(-n2c(Cc3cc(=O)[nH]c(=O)[nH]3)nnc2SC(C)C)cc1 | i | 3% | -1.1% | -4% | 1.1 | 2% | 1.1 | 5% | -9.2% | 6%
CC(C)CC1C(C#N)=C(N)Oc2n[nH]c(-c3cccs3)c21 (stereo not drawn) | i | 0% | 0.0% | -4% | 2.9 | 73% | 1 | 15% | -7.5% | 18%
CC1(C)OC(=O)N(CCC(=O)Nc2cccc(F)c2)C1(C)O (stereo not drawn) | i | -3% | 4.4% | 4% | 0.3 | -8% | 1.1 | -4% | -4.4% | -6%
CSCCC(NC(=O)c1ccccc1C)C(=O)O (stereo not drawn) | i | 5% | -0.2% | -9% | 0.1 | -5% | 1.1 | -13% | -4.9% | -3%
CN(C)CCC1c2ccc(Cl)cc2CCc2cccnc21 (stereo not drawn) (tested in a mixture with another compound) | i | 5% | · | -6% | 0.4 | -5% | · | · | · | ·
c1ccc(Nc2nc(N3CCCCC3)nc(N3CCCCC3)n2)cc1 | i | 2% | 0.4% | -1% | 0.2 | -3% | 1.2 | 15% | -2.9% | 13%
Cc1ccc(N=C2NC(=O)/C(=C/c3cccnc3)S2)c(C)c1 | i | 16% | · | -1% | 0.4 | 7% | · | · | · | ·
O=c1ccc2ccc(Oc3ccc([N+](=O)[O-])cc3[N+](=O)[O-])cc2o1 | · | 11% | -0.2% | -12% | · | -66% | 1 | -9% | -4.6% | 0%
Cc1noc(C)c1C(=O)OCC(=O)Nc1ccccc1Oc1ccccc1 | i | -1% | -2.4% | -7% | 2.4 | -1% | 1.1 | 11% | -1.9% | 12%
Cc1cccc(NC(=O)c2cc(NC(=O)C3CCCCC3C(=O)O)ccc2N2CCCCC2)c1 (stereo not drawn) | i | 9% | -6.5% | -1% | 8.5 | ? | 1 | 5% | -4.9% | 2%
CCOc1ccc(/C=c2\sc3nc(-c4ccco4)nn3c2=O)cc1OCC | i | 12% | -2.6% | 1% | 1.0 | 31% | 1 | 14% | 0.0% | 5%
CCN(CC)S(=O)(=O)c1cc(NS(=O)(=O)c2c(Cl)cccc2Cl)ccc1C | i | 0% | 0.9% | 2% | 0.3 | 10% | 1 | 8% | -3.0% | 6%
CNc1nc(-c2ccc3c(c2)CCN3C(=O)CC(C)(C)C)c(C)s1 | i | 6% | 6.5% | -1% | 0.4 | -5% | 1.1 | -19% | 0.3% | -23%
CC(O)c1ccc2c(c1)OCCOCCN(C)CCOCCO2 (stereo not drawn) | i | 10% | 3.7% | -11% | 0.7 | -1% | 1.1 | 1% | -3.5% | 3%
COCCNC(=O)CSc1ccc(Cl)cc1 | i | 6% | 0.1% | -9% | 0.1 | 1% | 1 | -4% | -8.2% | -2%
Cc1cc(Cl)ccc1Oc1nccc(N(C)C)c1C#N | i | 0% | 0.9% | -3% | 6.1 | 4% | 1.1 | 9% | -0.2% | 3%
COCCn1c(N)c(C(=O)NS(=O)(=O)c2ccc(C)cc2)c(=O)[nH]c1=O | i | 2% | 0.2% | -9% | 0.5 | 1% | 1.1 | -8% | -0.7% | -6%
COc1ccc(-c2cc(C(F)(F)F)n3ncc(C(=O)N(C)Cc4ccccc4)c3n2)cc1 | i | -2% | 0.7% | 8% | 0.0 | 2% | 1.1 | 4% | -4.7% | 0%
COc1ccc(C(=O)NCc2ccc3c(c2)cc(C)n3C)cc1OC | i | 12% | -0.6% | -4% | 0.8 | 9% | 1.1 | 0% | -2.8% | -2%
O=C(Nc1ccccc1)c1ccc(Br)c(S(=O)(=O)Nc2cccnc2)c1 | i | 10% | -2.1% | -2% | 0.5 | 1% | 1.1 | -3% | -6.4% | 5%
CCOC(=O)CNC(=O)Cn1cnc2c(nnn2-c2cccc(Cl)c2)c1=O | i | -2% | -2.8% | 0% | 8.8 | -2% | 1.1 | 5% | -4.2% | 5%
O=C(Cc1nnc(NC(=O)Nc2ccc(F)cc2)s1)Nc1ccccc1 | i | 5% | 1.9% | -2% | 0.5 | 11% | 1 | -7% | -0.6% | -7%
Cc1c(Cl)cccc1-n1c(SCC(=O)N(C)Cc2ccccc2)nnc1-c1ccncc1 | i | 9% | 3.6% | 2% | 0.7 | 4% | 1.1 | -4% | -2.7% | -7%
O=C(CN(Cc1ccc(F)cc1)C(=O)CCC(=O)Nc1ccccn1)NCc1ccco1 | i | 10% | -0.8% | -2% | 0.7 | 4% | 1 | 12% | -4.1% | 3%
COc1cc(/C=C(/C#N)c2ccc(F)cc2)ccc1OCc1ccc(C(=O)O)o1 | i | 27%* | 3.3% | 2% | 1.0 | 35% | 1.1 | 14% | -6.2% | 4%
CCOC(=O)CCCCC(=O)c1[nH]c(=O)[nH]c1CSc1nc(C)cc(=O)[nH]1 | i | 8% | -1.0% | -7% | 7.3 | 5% | 1 | 7% | 0.9% | 1%
Cc1ccc(Nc2cc(C(=O)NCCCN3CCOCC3)c3ccccc3n2)c(C)c1 | i | 7% | -1.9% | -3% | 0.6 | 16% | 1.1 | -2% | -0.3% | 3%
COc1ccc(/C(O)=C2/C(=O)C(=O)N(CCCN(C)C)C2c2cccc(Cl)c2)cc1OC (stereo not drawn) | i | 9% | -2.1% | -7% | 0.6 | 13% | 1.1 | 7% | -2.5% | -9%
COc1ccc(-c2nc(CS(=O)(=O)CC(=O)Nc3ccc(Cl)cc3)c(C)o2)cc1 | i | 7% | · | -1% | 2.1 | -1% | 1 | 9% | -5.0% | 2%
Cc1ccsc1C1C(C#N)=C(N)OC2=C1C(=O)CC(C)(C)C2 (stereo not drawn) | i | 4% | -0.3% | 2% | 0.4 | 12% | 1.1 | -3% | -5.1% | -4%
COc1ccccc1CNC(=O)c1ccc(S(=O)(=O)N2CCCC2)cc1 | i | 2% | -1.9% | -7% | 0.4 | 3% | 0.9 | 3% | -7.8% | 4%
Cc1ccc(C(=O)Cn2nnc3ccccc32)cc1 | i | 0% | -1.3% | -3% | 0.8 | -4% | 1.1 | 3% | -1.5% | 7%
COc1ccc([C@@H](C)NC(=O)CCc2nnc(-c3cc(C)on3)o2)cc1 | i | -1% | 0.4% | -5% | 0.8 | 4% | 1.1 | 3% | 2.0% | -7%
CN(C)C(CNC(=O)c1ccc2c(c1)S(=O)(=O)c1ccccc1C2=O)c1ccco1 (stereo not drawn) | i | 0% | -1.0% | -6% | 0.3 | 1% | 1.1 | -8% | -5.6% | -8%
CCCCS(=O)(=O)Nc1ccc(C)cn1 | i | 2% | -0.3% | -5% | 1.0 | -9% | 1.1 | 3% | -2.5% | 57%*
COc1ccc(/C=C/c2cc[n+](C(=O)Cc3ccccc3)cc2)cc1 | i | 10% | · | -1% | 0.1 | 20% | 1 | -6% | -6.6% | -4%
Cc1c2c(nc3c(C(=O)NC4CCCC4)cnn13)CCCC2 | i | 11% | 0.2% | -9% | 0.4 | -13% | 1.1 | 10% | -0.2% | 3%
O=C(N/N=C/C=C/c1ccco1)c1cccnc1 | i | 8% | -3.6% | -8% | 5.5 | 15% | 1.1 | 2% | -3.0% | -12%
CCCOc1ccc(/C=N/NC(=O)C(=O)Nc2ccccn2)cc1 | i | 1% | -1.8% | -4% | 0.8 | 5% | 1.7 | 19% | -3.4% | 11%
O=C(NC(=S)NC1C2CC3CC(C2)CC1C3)C12CC3CC(CC(C3)C1)C2 (stereo not drawn) | i | 5% | -3.4% | -6% | 0.3 | 5% | 1.1 | 15% | -4.0% | 2%

(next part)
canonical_smiles | Myeloid diff 2 | P. falciparum M1AAP | ER stress rescue | LYP phosphatase | Myeloid diff 2 GFP+ MAC1+ % | M17LAP inhibition | TNAP activators | PMI inhibitors | XIAP antagonists | PMI inhibition
CCC(C)c1ccc(NC(=S)NC(C)C2CCCO2)cc1 (stereo not drawn) | i | 4% | 4.3% | -4% | 0.6 | 3% | 1.1 | 0% | -7.5% | 16%
Cc1ccc(S(=O)(=O)N2CCC(C(=O)NCCc3ccc(S(N)(=O)=O)cc3)CC2)cc1 | i | 2% | -1.3% | -5% | 5.6 | -7% | 1 | -10% | -3.4% | -12%
COc1ccc(CNc2nc3c(c(=O)n(Cc4ccc(Cl)cc4)c(=O)n3C)n2C)cc1 | i | 8% | 2.4% | -7% | 0.8 | 0% | 1 | 3% | -4.1% | -3%
Cc1c(N=C2N=C(NC(=O)Nc3ccc(Cl)cc3)c3ccccc32)c(=O)n(-c2ccccc2)n1C | i | -2% | -0.2% | 0% | 0.0 | 4% | 1 | -11% | -11% | -17%
CCn1c(=O)c(C(C)=O)c(O)c2ccccc21 | i | 8% | 0.3% | -1% | 0.1 | 4% | 1 | 16% | -2.1% | 19%
CN(C)C(=O)CN(C)S(=O)(=O)c1ccc(Cl)cc1 | i | -1% | 3.1% | -2% | 3.8 | 2% | 1.1 | 19% | -12% | 7%
CCCCN(C)C1=Nc2cccc3cccc1c23 | + | 26%* | -0.9% | -4% | 7.6* | -15% | 1.1 | -16% | -3.7% | -43%
